# Mdm2 ligase inh: MDM2-luciferase reporter signal enhancers, primary screen, MDM2 E3 ligase inhibitor project, cell-based, luminescence, 1536-well; cell-based MDM2 ubiquitination luciferase reporter, 2 h; 0 = plate control, 100 = twice control, blank-subtracted; signal enhancement, % at 5 µM; 210,000 tested, 0.11% active;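 active = signal enhancement of 30% or more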;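 note: luminescence tracks abundance of the self-degrading MDM2-luciferase fusion protein; higher signal means inhibition of MDM2 E3 ligase activity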
# Target sequence (Q00987 whole entry, looked up, the tested form may be a part): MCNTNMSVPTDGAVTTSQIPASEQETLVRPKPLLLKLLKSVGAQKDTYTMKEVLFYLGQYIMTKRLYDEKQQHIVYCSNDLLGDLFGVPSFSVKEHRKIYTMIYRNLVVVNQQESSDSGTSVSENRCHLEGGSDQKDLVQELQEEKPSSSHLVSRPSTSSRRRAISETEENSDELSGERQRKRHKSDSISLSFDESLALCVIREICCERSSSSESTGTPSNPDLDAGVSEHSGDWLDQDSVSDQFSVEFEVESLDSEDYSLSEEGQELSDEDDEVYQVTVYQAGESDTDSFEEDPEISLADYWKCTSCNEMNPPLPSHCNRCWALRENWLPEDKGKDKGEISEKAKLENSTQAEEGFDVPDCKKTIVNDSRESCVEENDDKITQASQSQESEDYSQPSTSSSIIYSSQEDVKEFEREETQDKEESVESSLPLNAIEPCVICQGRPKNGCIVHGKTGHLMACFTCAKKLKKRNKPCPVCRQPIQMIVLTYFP
#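 Assay system: mammalian cells stably expressing self-ubiquitinating, self-degrading MDM2 E3–luciferase fusion. Quantity: 2000 cells in each well. Medium: DMEM culture medium. Compound dosing: single-point 5 µM. Timing: cell settling 4 h, compound treatment 2 h, both 37 °C. Technique: luciferase luminescence. Read-out basis: percent signal gain over controls, blank-subtracted. Benchmarks: plate controls and plate blanks.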
# S1P4 ag: S1P4 receptor agonists, primary screen, cell-based; S1P4-expressing cell line, agonist reporter assay; 220,000 tested, 0.35% active; activation, % at 4.98 µM; in the data active = activation above about 11%;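 note: 0% = DMSO vehicle and 100% = reference agonist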
# NPY2 pot ag: NPY-Y2 potentiators or agonists, primary screen, cell-based | Neuropeptide Y receptor type 2 (Homo sapiens), P49146 | cells expressing NPY-Y2, potentiator/agonist read-out | activation, % at 3.6 µM | 220,000 tested, 0.45% active | AID 1359, 2008; in the data active = activation above about 27%;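 note: cells stimulated with NPY near EC25 plus isoproterenol at EC100; 0% = vehicle plus submaximal agonist and 100% = vehicle plus saturating agonist; some results beyond the cut were filed as inactive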
# Target sequence (P49146 whole entry, looked up): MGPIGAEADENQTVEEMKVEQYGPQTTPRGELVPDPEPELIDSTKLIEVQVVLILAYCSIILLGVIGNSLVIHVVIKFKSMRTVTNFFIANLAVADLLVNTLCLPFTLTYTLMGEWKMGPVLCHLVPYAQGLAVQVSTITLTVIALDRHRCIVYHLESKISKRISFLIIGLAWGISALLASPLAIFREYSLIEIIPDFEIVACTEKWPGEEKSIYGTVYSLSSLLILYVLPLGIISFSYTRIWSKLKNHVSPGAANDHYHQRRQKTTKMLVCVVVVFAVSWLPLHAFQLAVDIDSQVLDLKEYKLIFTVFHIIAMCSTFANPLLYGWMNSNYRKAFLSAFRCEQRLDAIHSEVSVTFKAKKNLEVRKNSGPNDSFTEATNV
# Wee1 degr inh: Wee1 degradation inhibitors, primary screen, cell-based, HeLa, Wee1K328M-luciferase, luminescence. HeLa Luc-Wee1K328M stability; 100% = proteasome inhibitor MG132 effect. reporter increase, % at 5 µM. 220,000 tested, 1.2% active;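 active = activation above the mean of all tested compounds plus 3 SD, set per screening run, cut at about 8.8% in these data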;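 note: cells exposed to compound for 20 h before luminescence read; 0% = DMSO alone and 100% = MG132 at 30 µM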
# Ba/F3 V617F tox: reduced viability of JAK2V617F-dependent Ba/F3 cells, primary screen, JAK2V617F inhibitor project, cell-based, Ba/F3 EpoR-JAK2V617F, luminescence; ATP luminescence; inhibition, % at 5.6 µM; 220,000 tested, 1.1% active; AID 1446, 2008;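 active = inhibition above the campaign mean plus 3 SD over all tested compounds, cut at about 24% in these data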;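 note: cytokine-independent growth of Ba/F3 cells driven by EpoR plus mutant JAK2; 0% = DMSO-treated cells and 100% = JAK inhibitor I control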
# BaF3 tox: parental Ba/F3 cell viability inhibition, counter-screen for JAK2V617F inhibitor project, murine pro-B, CellTiter-Glo luminescence | CellTiter-Glo ATP luminescence | inhibition, % at 5.6 µM | 220,000 tested, 1.1% active | AID 1486, 2009;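 active = inhibition above a per-campaign cutoff, the mean inhibition of all tested compounds plus 3 SD, cut at about 27% in these data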;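 note: 0% = DMSO wells and 100% = JAK Inhibitor I control wells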
# PERK inhibitor: block of dimerizer-induced PERK translation repression, primary screen, PERK inhibitor project, CHO PERK-DD cells, SEAP luminescence, HTS; CHO PERK-DD fusion, SEAP luminescence translation reporter; Eukaryotic translation initiation factor 2-alpha kinase 3 (Homo sapiens), Q9NZJ5; 220,000 tested, 0.17% active; inhibition, % at 5.6 µM;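 active = inhibition above the mean inhibition of all tested compounds plus 3 SD, set separately per screening campaign, cut at about 2.9% in these data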;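 note: PERK kinase domain activated by AP20187 dimerizer at 100 nM; 0% = DMSO with dimerizer and 100% = rapamycin at 8.4 µM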
# S1P4 antagonist: S1P4 receptor antagonists, primary screen, cell-based; AID 1510, 2009; 220,000 tested, 0.26% active; inhibition, % at 4.98 µM; S1P4-expressing cells, antagonist mode, reporter read-out; in the data active = inhibition above about 29%;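 note: 0% = wells stimulated with agonist and 100% = vehicle wells without agonist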
# eIF4E 4G PPI: eIF4E–eIF4G protein interaction inhibitors, primary screen, biochemical, uHTS, TR-FRET, eIF4GI fragment; Eukaryotic translation initiation factor 4E (Mus musculus) + Eukaryotic translation …; 220,000 tested, 0.37% active; TR-FRET eIF4E-eIF4GI(517-606) binding, 2 h; inhibition, % at 21.7 µM;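 active = inhibition above about 30%, limit read from the data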;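 note: 0% = full FRET control wells and 100% = background wells lacking eIF4GI fragment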
# Starred values were filed as active, the others as inactive; · = not tested or not shown; [ ] = another dose, or the depositor's remark.
1) Cc1ccc(C2c3sc(=O)[nH]c3SC3C(=O)NC(=O)C32)cc1 (centres undefined)
2) FC(F)(F)c1cc(-c2ccco2)nc(NCc2ccco2)n1
3) CC(Oc1ccc(Cl)cc1Cl)C(=O)NCCC1=CCCCC1 (centres undefined)
4) CC(=O)c1cccc(NC(=O)CN2C(=O)COc3ccc(Cl)cc32)c1
5) Cc1cc(C(F)F)n2nc(C(=O)Nc3sc4c(c3C#N)CCC4)nc2n1
6) COc1cc(OC)c(S(=O)(=O)NC(C)C)cc1S(=O)(=O)NC(C)C
7) O=c1[nH]cnc2c1ncn2[C@H]1CC[C@@H](CO)O1
8) CC(/C=N/Nc1nncc(=O)[nH]1)=C\c1ccccc1

compound no.	1	2	3	4	5	6	7	8
Mdm2 ligase inh	3	-16	·	2	-17	-14	·	-12
S1P4 ag	0.8	2.3	0.2	-0.9	0.6	0.6	0.2	1.0
NPY2 pot ag	10	7	-6	8	4	-16	-7	-3
Wee1 degr inh	-2	-1	2	-2	-4	-2	3	-3
Ba/F3 V617F tox	-3	3	-2	-4	-3	-2	2	-2
BaF3 tox	5	0	11	-1	2	4	-15	-2
PERK inhibitor	0.3	-0.1	0.3	-0.4	0.4	1.4	1.4	0.8
S1P4 antagonist	-12	-7	-5	-8	-19	-10	-3	-10
eIF4E 4G PPI	-1	2	-1	-8	-3	8	2	3[fluorescence artefact?]

9) O=C(Cc1ccccc1)Nc1nnc(-c2ccco2)o1
10) COc1ccc(N2CCN(C(=O)c3ccc(NS(=O)(=O)c4cccs4)cc3)CC2)cc1
11) O=C(c1ccccc1)c1cc[n+]([O-])cc1
12) Cn1nc(C(F)(F)F)c(C(=O)Nc2ccc(F)cc2F)c1Cl
13) CNC(=O)NNC(=O)c1onc(-c2c(Cl)cccc2Cl)c1C(=O)OC
14) CC(C(=O)O)C1SC(=O)NC1=O (centres undefined)
15) COC(=O)c1ccc(/C=N/NC(=O)CC(=O)NC2CCCCC2)cc1
16) Cc1cc(N2CCC(C(=O)NC3CCCCC3)CC2)nc(-c2ccccc2)n1

compound no.	9	10	11	12	13	14	15	16
Mdm2 ligase inh	-12	-13	-5	-9	-10	-12	-8	-19
S1P4 ag	1.5	1.0	0.5	1.2	0.9	-3.3	3.0	1.1
NPY2 pot ag	-9	15	-2	-2	-19	-7	5	20
Wee1 degr inh	0	9.0*	-2	2	-2	-2	0	0
Ba/F3 V617F tox	0	5	-2	0	3	0	-1	0
BaF3 tox	2	9	-1	8	3	3	3	5
PERK inhibitor	0.2	-0.2	0.9	0.9	0.7	1.5	0.8	0.8
S1P4 antagonist	-11	12	-9	-5	2	-8	6	-11
eIF4E 4G PPI	1	4	-3[fluorescence artefact?]	1	-3	2	-5	0[fluorescence artefact?]

# Reprinted from the part before: 2 compounds; new compounds follow.
15) COC(=O)c1ccc(/C=N/NC(=O)CC(=O)NC2CCCCC2)cc1
16) Cc1cc(N2CCC(C(=O)NC3CCCCC3)CC2)nc(-c2ccccc2)n1
17) O=C(CC1SC(=Nc2ccccc2)N(Cc2ccccn2)C1=O)Nc1cccc(Cl)c1 (centres undefined)
18) Clc1ccccc1-c1nn2c(-c3ccccn3)nnc2s1
19) CN1c2ccccc2C(C)(C)C12C=Cc1cc(O)ccc1O2 (centres undefined)
20) CCNC(=S)N/N=C/c1ccc(C(=O)O)cc1
21) CCOC(=O)CC(NC(=O)C1c2ccccc2Oc2ccccc21)c1ccccc1Cl (centres undefined)
22) CCCCCc1c(C)nc(Nc2ccc(F)cc2)[nH]c1=O
23) COc1ccccc1OCC(=O)NCCSCc1cccc(Cl)c1
24) CC(CCc1ccccc1)NC(=S)NC(=O)c1ccco1 (centres undefined)

compound no.	15	16	17	18	19	20	21	22	23	24
Mdm2 ligase inh	-8	-19	-5	-6	-21	1	-11	-3	-13	-3
S1P4 ag	3.0	1.1	-3.5	-0.8	0.8	1.0	-0.8	-0.4	0.0	-0.9
NPY2 pot ag	5	20	13	1	35	12	8	-2	-6	-18
Wee1 degr inh	0	0	6	0	-1	-1	1	-1	5	0
Ba/F3 V617F tox	-1	0	-3	-1	72*	-2	3	4	-2	-1
BaF3 tox	3	5	1	7	63*	1	8	3	6	6
PERK inhibitor	0.8	0.8	0.4	0.1	0.0	0.5	0.5	0.8	0.2	1.6
S1P4 antagonist	6	-11	1	-12	-16	-3	-7	-12	-5	2
eIF4E 4G PPI	-5	0[fluorescence artefact?]	-2	1	12	-5	-3	-2	-3	2

25) FC(F)(F)c1ccc(N2CCN(c3ncnc4c3nnn4Cc3ccccc3Cl)CC2)cc1
26) O=[N+]([O-])c1ccccc1Oc1cnc2ccccc2n1
27) Clc1nc(NCc2ccco2)nc(N2CCCCC2)n1
28) Cc1oc2cc([N+](=O)[O-])c(O)c([N+](=O)[O-])c2c1C(=O)c1ccc(Br)cc1
29) Cc1c(Cl)c(C(F)(F)F)nn1CC(=O)N1CCSCC1
30) c1cnc(N2CCN(c3nc4ccccc4n4cnnc34)CC2)nc1
31) Cc1cccc(Oc2cc(NC(=O)Cn3cnc([N+](=O)[O-])n3)cc([N+](=O)[O-])c2)c1
32) CC1(C)Cc2ccccc2-c2nnc(SCC(=O)N3CCc4ccccc43)n21

compound no.	25	26	27	28	29	30	31	32
Mdm2 ligase inh	-14	28	-13	-7	-12	-18	-8	1
S1P4 ag	2.9	0.5	2.1	1.2	0.9	1.5	-0.5	1.2
NPY2 pot ag	-5	1	9	9	-2	5	29	-14
Wee1 degr inh	-3	2	2	-1	0	-2	0	3
Ba/F3 V617F tox	4	0	-2	0	-1	0	1	3
BaF3 tox	3	6	7	4	6	3	6	5
PERK inhibitor	1.1	1.0	1.9	0.5	0.7	-0.3	0.3	-0.9
S1P4 antagonist	-14	-7	-14	10	3	-19	-11	-16
eIF4E 4G PPI	0	-2	5	1	-1	0	3	-36

33) Cc1ccc(CNC(=O)CCC(=O)Nc2nnc(C3CCCCC3)s2)cc1
34) COc1cc(NC(=O)Nc2ccc(C)cc2)cc([N+](=O)[O-])c1
35) COC(=O)C1=C(C)N(C)C(=S)N(C)C1c1cccc(Br)c1 (centres undefined)
36) COc1ccc(-c2nn(CC(=O)N3CCCCC3)c(=O)c3ccccc23)cc1
37) COc1ccc(C(=O)NCC(=O)OCc2ccc(F)cc2Cl)cc1OC
38) O=C1C2C3C=CC(C3)C2C(=O)N1CCC(=O)N1CCc2ccccc21 (centres undefined)
39) CCCCC1C(C#N)=C(C)NC2=C1C(=O)CC(C)(C)C2 (centres undefined)
40) Cc1cc(C)cc(NC(=O)CSc2cc(C(=O)c3nccn3C)c3ccccc3n2)c1

compound no.	33	34	35	36	37	38	39	40
Mdm2 ligase inh	-11	2	-9	1	-1	1	0	-8
S1P4 ag	-2.2	0.9	-2.1	0.0	2.9	0.0	2.0	1.3
NPY2 pot ag	-1	8	-13	-2	-3	3	10	1
Wee1 degr inh	5	-1	5	0	-1	1	0	-1
Ba/F3 V617F tox	-5	0	1	5	-4	-2	-3	-2
BaF3 tox	3	6	4	9	5	4	1	4
PERK inhibitor	0.1	0.6	0.5	0.1	0.2	0.2	-0.3	0.0
S1P4 antagonist	-23	6	0	-6	5	-8	-10	-11
eIF4E 4G PPI	4	10	-2	10	18[fluorescence artefact?]	-2	-2[fluorescence artefact?]	1

41) CCOC(=O)c1cnc(SCC(C)C)nc1N
42) CCOC(=O)Cc1csc(NC(=O)c2ccc(S(=O)(=O)N3CCCCC3)cc2)n1
43) COc1cccc2cc(-c3nc4ccccc4o3)c(=O)oc12
44) Cc1ccc(OCCn2c(Br)nc3c2c(=O)n(C)c(=O)n3C)cc1
45) CC(C)N1CCC(N2CCN(Cc3nc4ccccc4s3)CC2CCO)CC1 (centres undefined)
46) COC(=O)C1C(=O)C(C(=O)/C=C/c2ccccc2)C(=O)CC1(C)C (centres undefined)
47) CCC(C)(C)n1nnnc1C(c1cc2cc(C)cc(C)c2[nH]c1=O)N1CCCC1 (centres undefined)
48) O=C1c2ccccc2S(=O)(=O)N1Cc1cc(=O)n2ccsc2n1

compound no.	41	42	43	44	45	46	47	48
Mdm2 ligase inh	-5	4	-8	8	·	-5	-15	-11
S1P4 ag	-1.4	2.8	0.8	1.0	0.7	1.3	1.4	-0.9
NPY2 pot ag	8	13	-1	-1	-3	5	1	-5
Wee1 degr inh	5	0	1	1	2	-1	-2	0
Ba/F3 V617F tox	-3	2	0	-3	-1	-1	-3	2
BaF3 tox	2	8	6	1	4	-2	6	8
PERK inhibitor	0.4	0.7	0.7	-0.4	0.3	0.4	0.6	-0.1
S1P4 antagonist	-8	-6	-11	0	9	-1	-1	-22
eIF4E 4G PPI	-4[fluorescence artefact?]	-5	-1	0	-7	-1	-3[fluorescence artefact?]	·

# For convenience, three of the compounds above.
41) CCOC(=O)c1cnc(SCC(C)C)nc1N
42) CCOC(=O)Cc1csc(NC(=O)c2ccc(S(=O)(=O)N3CCCCC3)cc2)n1
43) COc1cccc2cc(-c3nc4ccccc4o3)c(=O)oc12

compound no.	41	42	43
Mdm2 ligase inh	-5	4	-8
S1P4 ag	-1.4	2.8	0.8
NPY2 pot ag	8	13	-1
Wee1 degr inh	5	0	1
Ba/F3 V617F tox	-3	2	0
BaF3 tox	2	8	6
PERK inhibitor	0.4	0.7	0.7
S1P4 antagonist	-8	-6	-11
eIF4E 4G PPI	-4[fluorescence artefact?]	-5	-1

# Next section:
49) CCCC(=O)Nc1ccc(NC(=O)c2ccccn2)cn1
50) CCC(C)NC(=S)NNC(=O)c1ccc(C(C)(C)C)cc1 (centres undefined)
51) CC1(C)CC(=O)C(C=NCc2ccc3c(c2)OCO3)=C(O)C1
52) O=c1c2c(nc3nc(NCc4ccc(Cl)cc4)[nH]n13)CCC2
53) CCNC(=S)SCCOc1ccccc1C
54) CN(NC(=O)C(C)(C)C)c1nc(-c2ccccc2)nnc1C(F)(F)F
55) FC(F)(F)c1cc(-c2cccs2)nc2ncnn12
56) COc1cc2c(cc1OC)-c1cc(Nc3ccccc3)nc(=O)n1CC2

compound no.	49	50	51	52	53	54	55	56
Mdm2 ligase inh	-35	-1	-8	-7	-1	-19	-9	4
S1P4 ag	-1.0	-2.3	0.1	1.8	-0.5	-1.6	0.3	0.8
NPY2 pot ag	19	-4	-2	-8	4	4	5	-53
Wee1 degr inh	-1	5	0	-4	1	0	2	0
Ba/F3 V617F tox	-1	3	2	-3	1	-1	-1	2
BaF3 tox	5	9	1	1	7	4	11	3
PERK inhibitor	1.3	-0.6	0.4	0.3	0.5	0.2	2.6	-0.6
S1P4 antagonist	7	-21	12	-13	-28	10	-7	11
eIF4E 4G PPI	1	-4	-1	-4	-2	0	-2	-8

# Assay outcomes: PubChem BioAssay, several laboratories
